MITF TRPM1 inh: MITF TRPM1 promoter inhibition in SK-MEL-5 cells. SK-MEL-5 TRPM1 promoter luciferase, 24 h. inhibition, % at 12.5 µM. 330,000 tested, 0.83% active. AID 488899;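 active = mean inhibition across replicates of 60% or more, whatever share of single replicates reaches that level; inconclusive = some that reach 60%, reason not given; inactive = mean inhibition across replicates below 60%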; also: values of inactives mirror those of a sister screen read the other way
NR2E3 ag-1: human photoreceptor-specific nuclear receptor agonism; Q9Y5X4; CHO-S Gal4-NCOR/VP16-NR2E3 two-hybrid, luciferase; inhibition of corepressor binding, % at 3.98 µM; 360,000 tested, 0.35% active; AID 602229;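 active = inhibition above the mean of all tested compounds plus 3 SD, cut at about 70% in these data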;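 also: 0% = DMSO with NR2E3 transfected cells and 100% = cells lacking NR2E3 construct; higher means lower luciferase signal from less NR2E3 corepressor binding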
hiPSC survival: enhancers of human iPSC single-cell survival | hiPSC single-cell survival, ATPlite luminescence; 100% = ROCK inhibitor wells, 0% = DMSO | survival enhancement, % at 20 µM | 360,000 tested, 0.044% active | AID 602274; in the data active = survival enhancement above about 18%;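 also: cells exposed to compounds for 16 hours before the ATP read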
PDI turbidity: inhibitors of human protein disulfide isomerase; P07237; PDI insulin aggregation turbidity, A650, 90 min; inhibition, % at 10 µM; 350,000 tested, 0.052% active; AID 588391;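 active = mean inhibition across replicates of 30% or more, whatever share of single replicates reach that level; inconclusive = mean inhibition below 30% while every single replicate reaches 30%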;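 also: absorbance from insulin aggregation driven by PDI reduction with DTT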
Target sequence (P07237 whole entry, looked up): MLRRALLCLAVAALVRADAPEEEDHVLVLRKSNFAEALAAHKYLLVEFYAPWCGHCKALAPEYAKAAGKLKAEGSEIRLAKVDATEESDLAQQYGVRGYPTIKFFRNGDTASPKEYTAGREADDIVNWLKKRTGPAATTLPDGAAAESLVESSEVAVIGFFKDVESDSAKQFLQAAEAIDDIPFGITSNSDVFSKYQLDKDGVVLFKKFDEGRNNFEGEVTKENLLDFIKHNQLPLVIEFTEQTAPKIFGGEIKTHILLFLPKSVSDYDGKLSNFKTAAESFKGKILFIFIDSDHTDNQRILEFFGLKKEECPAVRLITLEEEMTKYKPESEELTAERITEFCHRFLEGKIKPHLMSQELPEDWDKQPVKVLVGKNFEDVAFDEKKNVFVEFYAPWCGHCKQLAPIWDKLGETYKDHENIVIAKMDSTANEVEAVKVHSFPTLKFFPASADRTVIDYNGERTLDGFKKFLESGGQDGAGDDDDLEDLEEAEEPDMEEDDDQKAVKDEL
HIF-2a block: blocks HIF-2a reporter activity. 786-0 RCC cells HIF-2a reporter, luciferase luminescence, overnight. inhibition, % at 18.8 µM. 360,000 tested, 0.72% active. AID 624352;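 active = inhibition of the luminescence signal of 40% or more relative to plate controls, in a single-dose primary screen at 18.75 µM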
Shn3 3UTR inh: inhibitors of Schnurri-3 3'UTR reporter in osteoblasts. Clone20 osteoblast Shn3 3'UTR firefly luciferase, 24 h. inhibition, % at 12.5 µM. AID 588674. 360,000 tested, 0.52% active;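 active = mean inhibition of at least 75% with every replicate also reaching 75%; inconclusive = mean inhibition at least 75% but some replicate below; inactive = mean inhibition below 75%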;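 also: 0% = median of neutral control wells and 100% = pilot-screen positive control compound; some compounds past the cut are filed as inactive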
HTR2A ag: activates the mouse 5-HT2A serotonin receptor. P35363. CHO-K1 mHTR2A beta-arrestin complementation, luminescence; percent of 30 µM serotonin response. activation, % at 7.6 µM. 360,000 tested, 0.66% active;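 active = activation above a run cutoff, the mean activation of all tested compounds plus 3 SD, cut at about 14% in these data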;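 also: 0% = plate median of compound wells and 100% = 30 µM serotonin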
Target sequence (P35363 whole entry, looked up): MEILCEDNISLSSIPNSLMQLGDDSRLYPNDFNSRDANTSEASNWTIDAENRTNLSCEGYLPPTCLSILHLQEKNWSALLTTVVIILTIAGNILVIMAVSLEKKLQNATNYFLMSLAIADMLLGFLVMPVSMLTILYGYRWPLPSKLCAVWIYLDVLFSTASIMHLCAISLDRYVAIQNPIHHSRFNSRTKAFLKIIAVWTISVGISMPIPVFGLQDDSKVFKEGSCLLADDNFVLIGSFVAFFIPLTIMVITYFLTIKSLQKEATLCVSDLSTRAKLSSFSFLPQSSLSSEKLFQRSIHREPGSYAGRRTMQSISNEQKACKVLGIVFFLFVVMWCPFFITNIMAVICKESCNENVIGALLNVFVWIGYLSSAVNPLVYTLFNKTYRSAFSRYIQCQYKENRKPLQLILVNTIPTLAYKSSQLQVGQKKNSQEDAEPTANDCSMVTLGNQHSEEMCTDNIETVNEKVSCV
NR2E3 ag-2: NR2E3 (human) agonism; 320,000 tested, 0.12% active; inhibition of corepressor binding, % at 4.78 µM; GST-NR2E3/biotin-RetCOR TR-FRET, 1536-well; AID 2300;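 active = percent inhibition above the cutoff of mean plus 3 SD of all tested compounds, set per screening campaign, cut at about 20% in these data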;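 also: 0% = DMSO wells and 100% = biotin wells as full block of FRET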
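Material: NR2E3–RetCOR corepressor complex / Incubation: Compound–protein incubation for 5 h at 4 °C / Dosing: compound at 4.8 µM, single dose / Detection: time-resolved FRET / Benchmarks: high control biotin, low control 0.6% DMSO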
CaV13 ICDI inh: Primary screen for inhibitors of IQ motif and Ca2+-dependent inactivation inhibitor domain binding in CACNA1D, Förster resonance energy transfer in living cells, …. 340,000 tested, 0.098% active. HEK cells, CFP/YFP FRET ICDI-IQ, plate reader, 10 min; percent FRET-ratio fall versus neutral wells. AID 743397. inhibition, % at 12.3 µM;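 active = mean replicate inhibition of at least 30% and at least 1% of replicates passing that level; inconclusive = only one of the two criteria is met; inactive = neither criterion is met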;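 also: 0% = median of the neutral control wells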
Peg3 prom inh: reduces Peg3 promoter-driven luciferase expression in HeLa; HeLa PEG-Prom luciferase reporter, luminescence, overnight; inhibition, % at 20 µM; 360,000 tested, 1.7% active;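 active = inhibition of at least 50% at 20 µM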
H9c2 protect: modulators protecting cardiomyocytes from myocardial damage; H9c2 cardiomyocytes, H2O2 injury protection, ATPLite, 2 h; AID 588492; 360,000 tested, 0.63% active; protection from H2O2 cell death, % at 20 µM;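 active = compounds giving at least 50% protection of heart cells from peroxide-induced death in the single-dose screen, raw or plate-pattern-corrected value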;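 also: 0% = DMSO wells with peroxide and 100% = DMSO wells without peroxide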
* = called active by the depositor; ? = inconclusive; · = no result given.

SMILES	MITF TRPM1 inh	NR2E3 ag-1	hiPSC survival	PDI turbidity	HIF-2a block	Shn3 3UTR inh	HTR2A ag	NR2E3 ag-2	CaV13 ICDI inh	Peg3 prom inh	H9c2 protect
O=C(Nc1ccccc1)Nc1cccc(NC(=O)Nc2ccccc2)c1F	-25	5	0.0	-14	-74	-37	0	-3	-17	-60	4
O=C1CC(N2CCN(S(=O)(=O)c3ccccc3F)CC2)C(=O)N1c1ccccc1F (configuration not stated)	8	4	2.7	7	8	-5	-3	·	-4	11	5
COc1ccc(-c2cc(C(=O)NCCCn3ccnc3)no2)cc1	0	-51	0.1	-3	-34	-43	-4	-1	-2	-21	3
Cn1c(NC(=O)Cc2ccc(F)cc2)cc(=O)n(C)c1=O	·	-8	-0.7	3	-5	30	0	1	-6	11	17
CC(=O)NC(CC(=O)OCC(=O)c1ccc(NC(=O)CC(C)C)cc1)c1ccccc1 (configuration not stated)	-5	-12	-0.4	-2	12	4	2	2	-5	-9	-4
CCS(=O)(=O)Nc1cc(C(=O)O)ccc1C	1	-12	-0.3	-3	-23	-18	-2	1	-6	-3	5
COCCn1c(SCC(=O)N2CCCc3ccccc32)nnc1-c1ccco1	9	-3	-1.1	-7	15	0	0	-4	-7	13	1
O=C(O)CC1NCCc2ccccc21 (configuration not stated)	-2	-35	0.7	-3	12	-6	2	6	-5	4	5
CCOC(=O)[C@]12CCC=C1N(Cc1ccc(Cl)cc1Cl)C(=O)[C@H](CC(=O)N1CCOCC1)C2	·	-4	0.3	·	8	·	-2	·	-7	·	·
CCCc1cc(=O)[nH]c(SCc2ccc(C#N)cc2)n1	-12	-26	-2.4	-1	31	15	-3	0	·	4	-7
CCOc1ccc(Cc2onc3c2C(=O)CC(C)(C)C3)cc1OCC	-13	-22	2.1	-10	15	-7	0	4	3	17	0
Cc1nc(N2CCC(C)CC2)c2c(C)c(C(=O)Nc3ccc(C)c(F)c3)sc2n1	15	-2	-1.5	-1	8	3	2	3	2	36	-2
CCCc1ccc(S(=O)(=O)N/N=C\c2ccc3c(c2)OCO3)cc1	2	2	0.0	0	-2	17	1	·	·	-3	-13
CCOC(=O)c1c(C)[nH]c(C2=NNC(=Nc3ccccc3OC)SC2)c1C	-48	-65	1.4	4	-213	-25	-3	1	-3	-230	3
COc1ccc(NC(=O)NCc2ccc3c(c2)OCO3)cc1OC	-4	1	1.7	-2	7	-5	-1	5	-6	4	-2
O=C(C(c1ccccc1)C(O)(c1ccccc1)c1ccccc1)N1CCOCC1 (configuration not stated)	7	-21	3.7	-10	12	3	0	·	-6	24	3
COc1ccc(NC(=O)CC2(CC(=O)O)CCCC2)cn1	-4	-12	0.9	-3	13	-2	-3	2	-5	6	6
O=c1nc(N2CCOCC2)ccn1Cc1ccc(Br)cc1	-10	15	-0.5	0	-18	7	3	1	·	-22	-5
CCOc1ccc2[nH]c(=O)c(CN(CCCN3CCOCC3)C(=O)Nc3ccc(F)cc3)cc2c1	-6	8	-0.4	3	5	2	2	·	-5	11	7
COc1cc(/C=N/NC(=O)C(C)Nc2n[nH]c(=O)[nH]c2=O)cc(OC)c1O (configuration not stated)	-22	-5	-1.1	4	17	-5	1	0	-4	4	0
CC(Sc1n[nH]c(N)n1)C(=O)Nc1cccc(S(=O)(=O)N2CCOCC2)c1 (configuration not stated)	8	18	-3.1	-14	17	-2	4	0	-5	12	-6
C=CCOc1ccc(C2/C(=C(/O)c3ccc(OC)cc3)C(=O)C(=O)N2CCN2CCNCC2)cc1 (configuration not stated)	6	-10	-0.3	6	15	-40	3	3	-4	-5	-2
Oc1ccc(C(=S)N2CCCC2)cc1	3	-18	0.6	-4	11	-4	12	2	-2	-1	7
CCCCN1C(=O)/C(=C/C=C2/C=Cc3ccccc3N2CC)SC1=S	21	-11	-3.7	-7	-5	3	-1	-4	5	31	-22
COc1ccc(NC(=O)C2CCCN(S(=O)(=O)c3cccc4nonc34)C2)cc1 (configuration not stated)	-6	-11	-0.9	0	-11	-3	-8	2	-9	11	0
COc1ccc(N2CCN(C(=O)Cn3c(=O)[nH]c4ccsc4c3=O)CC2)cc1	-6	-8	1.4	2	18	-9	-1	0	-5	11	5
COC(=O)c1ccc(COC(=O)CCc2nc(-c3ccccc3)c(-c3ccccc3)o2)cc1	12	-16	-0.7	-1	-22	0	-2	-4	-8	-2	-4
CCOC(=O)COn1c(=O)c(C)[n+]([O-])c2ccccc21	18	-18	-0.4	1	-4	-21	-1	0	-3	-11	-1
CCOc1ccc(NC(=O)C2CCN(S(=O)(=O)c3c(C)noc3C)CC2)cc1	3	-7	1.4	9	6	7	0	2	-5	23	0
Cc1cccc(Cn2c(C)c(C)c3cc(C(=O)NCCN4CCOCC4)ccc32)c1	14	27	-0.3	?	8	-12	-11	-2	-12	12	-1
CN(C)c1ccc(-c2n(C)c3ccccc3[n+]2C)cc1	15	3	-1.3	3	-68	74	1	0	-9	-22	-23
COc1cc(=O)[nH]c(SC(C)C(=O)Nc2cc(C)on2)n1 (configuration not stated)	-7	-4	-0.1	-3	14	-12	11	4	-18	-13	4
O=[N+]([O-])c1cccc(S(=O)(=O)Nc2ccc(-c3ccc(N4CCCC4)nn3)cc2)c1	-13	2	1.4	1	-50	-14	-3	1	-14	-40	-3
CCCCC(C(=O)NC1CCCC1)N(C(=O)c1snc(C(N)=O)c1N)c1ccc(OCC)cc1 (configuration not stated)	-4	-5	-0.4	9	14	14	8	3	-2	2	2
COc1ccccc1NC(=S)N(Cc1ccco1)Cc1cc2cc(C)c(C)cc2[nH]c1=O	24	-58	-0.6	4	18	9	-1	-1	-4	27	7
c1ccc(-c2nccc(-c3ccc(-n4cnc5ccccc54)cc3)n2)nc1	11	34	1.7	16	-17	11	-4	0	-4	10	-19
CC1CC(C)CN(C(=O)c2cc3ccccc3o2)C1 (configuration not stated)	-42	-40	0.3	-9	-213	-56	0	-1	-1	-158	-4
Cc1ccc(CNC(=O)Cc2ccc(-n3c(=O)[nH]c4ccsc4c3=O)cc2)cc1	2	-29	0.1	-3	10	2	-2	1	-8	1	-6
Cc1cccc2sc(NC(=O)CN(C)S(=O)(=O)c3cccs3)nc12	-6	-4	-2.5	-8	-7	18	3	1	0	4	-6
Cc1ccccc1C(=O)N/N=C1/SCC(=O)N1Cc1ccccc1	-1	-1	2.0	-1	15	4	3	2	-4	18	4
COc1ccc(S(=O)(=O)Nc2ccc(Cc3ccncc3)cc2)cc1C	19	61	-0.3	-2	6	62	-4	2	·	8	-15
CCc1nc2ccc(C(=O)N(C)C(C)C)cn2c1N(CCC(C)C)CCN(C)C	·	-9	-1.6	-6	12	-18	1	·	-10	5	5
Nc1cc(=O)[nH]c(N2CCN(c3ccccc3)CC2)n1	-7	-29	-1.3	-1	13	19	-2	0	-5	4	3
CCOC(=O)N1CCN(C(=O)c2ccc(N(Cc3ccc(Cl)cc3)S(C)(=O)=O)cc2)CC1	10	-5	0.6	20	9	13	2	3	0	16	3
Cn1c(=O)c2c(O)c(Cc3ccccc3)c(=O)n(C)c2n(C)c1=O	2	-16	0.1	0	-23	-16	6	1	-4	-11	4
S=C1NCCNC(=S)NCCOCCOCCN1	-1	-2	0.0	12	12	-2	2	1	-8	3	11
O=C(COC(=O)c1ccco1)NC1CCCc2ccccc21 (configuration not stated)	4	9	-0.3	3	9	-12	-2	·	-2	10	8
CN1C(=O)N(C)C(c2cccc([N+](=O)[O-])c2)C2=C1CCCC2=O (configuration not stated)	-19	-20	0.0	3	5	9	0	0	-4	13	10
COc1ccccc1NC(=O)C/C(C)=N/NC(=O)C12CC3CC(CC(C3)C1)C2	4	-35	0.9	-2	7	9	-4	3	-5	3	2
O=C(NCc1ccccc1Cl)c1nnc(CS(=O)(=O)c2ccccc2)o1	·	13	-3.4	·	5	6	-2	2	-6	3	7
CCCCC[n+]1cccc2c3ccccc3ccc21	15	17	-6.0	18	24	81	0	0	-4	15	-11
CSCC[C@H](NC(=O)[C@@H]1Cc2c([nH]c3ccccc23)C2c3ccccc3C(=O)N21)C(=O)NCC1CCCO1 (some centres not stated)	11	-31	1.3	·	14	9	-2	-2	·	10	5
c1cc(-c2nnc3n2CCC3)[nH]n1	11	4	4.7	-22	15	12	5	4	·	5	1
Cc1ccc(S(=O)(=O)N2CCCCC2)cc1C(=O)c1nccn1C	5	-14	-1.1	1	0	25	3	2	-5	14	-3
Cc1ccnc(NS(=O)(=O)c2ccc(NC(=O)COc3ccccc3)cc2)n1	1	-13	-0.1	-5	16	3	1	1	3	11	-3
O=[N+]([O-])c1ccc(N/N=C\c2cccnc2)nc1	-96	1	-0.6	10	-120	-33	1	-39	2	-135	1
CCCC1(C(=O)OC)NC(c2ccco2)C2C(=O)N(c3ccc(C)cc3)C(=O)C21 (configuration not stated)	8	-18	3.4	0	3	9	1	-3	-4	-10	-10
CCOC(=O)c1ccc(N(C(=O)c2cnccn2)C(C(=O)NC2CCCCC2)c2cn(C)nc2C)cc1 (configuration not stated)	7	12	1.4	6	21	15	0	2	·	15	-4
COc1ccccc1-n1c(C)cc(C=O)c1C	-2	1	0.9	14	5	-5	-4	-3	·	-2	0
COc1ccc(C(=O)Nc2nnc(S(=O)(=O)N3CCCCCC3)s2)cc1OC	2	-7	-0.3	-4	5	-2	2	8	-7	-2	-2

2 compounds drawn at random from the list so far, as already listed:
SMILES	MITF TRPM1 inh	NR2E3 ag-1	hiPSC survival	PDI turbidity	HIF-2a block	Shn3 3UTR inh	HTR2A ag	NR2E3 ag-2	CaV13 ICDI inh	Peg3 prom inh	H9c2 protect
O=C(NCc1ccccc1Cl)c1nnc(CS(=O)(=O)c2ccccc2)o1	·	13	-3.4	·	5	6	-2	2	-6	3	7
COc1ccc(C(=O)Nc2nnc(S(=O)(=O)N3CCCCCC3)s2)cc1OC	2	-7	-0.3	-4	5	-2	2	8	-7	-2	-2

Other structures
SMILES	MITF TRPM1 inh	NR2E3 ag-1	hiPSC survival	PDI turbidity	HIF-2a block	Shn3 3UTR inh	HTR2A ag	NR2E3 ag-2	CaV13 ICDI inh	Peg3 prom inh	H9c2 protect
CC(=O)N1CCc2cc(S(=O)(=O)CCC(=O)NCCc3ccc(C)cc3)ccc21	12	4	0.1	-3	10	-10	5	0	-3	8	4
CCNc1nc(NCC)n2c(SC(C(=O)Nc3cc(Cl)cc(Cl)c3)c3ccccc3)nnc2n1 (configuration not stated)	5	32	-2.0	-14	20	2	2	-3	-3	76*	-13
O=C1CC(Sc2ncccc2C(=O)O)C(=O)N1 (configuration not stated)	-6	24	0.8	-10	11	9	1	1	-7	0	-1
COc1ccc(NC(=O)c2cc(-c3ccco3)on2)c(OC)c1	-1	-43	-0.1	-14	-70	-52	5	-4	-3	-55	-1

This is a random part of the collection; overall some 3.9% were active at least once.
